GlmU inhibition: inhibition of mycobacterial GlmU enzyme – biochemical, glucosamine-1-phosphate acetyltransferase (AID 1376) | M. tuberculosis GlmU acetyltransferase enzyme assay; higher % means a stronger effect | 220,000 compounds, 0.25% hits | inhibition, %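 (tested at 30 µM in the primary screen)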, or IC50 in µM where a hit was titrated; in the data active = inhibition above about 13%;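 note: 0% = complete reaction with vehicle and 100% = reaction without substrate; strong numbers were not always called active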
Mtb RmlCD inh: blocks M. tuberculosis RmlC and RmlD coupled enzymes | P9WH09+P9WH11 | RmlC+RmlD coupled enzyme assay, percent inhibition; primary screen in compound mixtures | inhibition, % at 3.6 µM | 160,000 compounds, 0.03% hits | AID 1533; in the data active = inhibition mostly above about 34%, no sharp cut-off; note: some results filed as inactive read as strong as hits
Target sequence (P9WH09 whole entry, looked up): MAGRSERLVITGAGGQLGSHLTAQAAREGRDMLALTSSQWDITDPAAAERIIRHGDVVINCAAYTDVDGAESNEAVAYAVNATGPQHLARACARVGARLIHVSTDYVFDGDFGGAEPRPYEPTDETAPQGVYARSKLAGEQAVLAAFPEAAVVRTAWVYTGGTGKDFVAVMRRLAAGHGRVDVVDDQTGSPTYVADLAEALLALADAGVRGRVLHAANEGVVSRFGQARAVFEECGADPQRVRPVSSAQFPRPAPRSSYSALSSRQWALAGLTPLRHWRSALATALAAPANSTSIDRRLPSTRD
Target sequence (P9WH11 whole entry, looked up): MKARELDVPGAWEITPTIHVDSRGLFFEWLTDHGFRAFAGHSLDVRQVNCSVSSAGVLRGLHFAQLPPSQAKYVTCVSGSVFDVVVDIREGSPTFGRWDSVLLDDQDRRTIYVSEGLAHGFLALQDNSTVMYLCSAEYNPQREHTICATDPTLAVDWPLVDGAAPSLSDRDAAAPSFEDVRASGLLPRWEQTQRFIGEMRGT
Numbers without * were called inactive; nt = not tested or not shown.

Fields – GlmU inhibition	Mtb RmlCD inh
CC(=O)NC1Sc2ccccc2N=C1c1ccccc1 (stereo not given)
    -2.0%	4.5
Cn1c(N)c(C(=O)COC(=O)CCCOc2ccc(Cl)cc2Cl)c(=O)n(C)c1=O
    -1.2%	-9.1
COC(=O)Cc1ccc(NC(=S)NCc2ccccc2OC)cc1
    0.1%	11.9
COc1ccccc1CCNC(=O)Nc1cccc([N+](=O)[O-])c1
    -1.1%	nt
C/C(=C\C#N)n1nc(C)cc1N
    -5.1%	nt
CCOc1ccc(C2C(C#N)=C(N)SC(N)=C2C#N)cc1OCC
    9.7%	15.6
O=C(COC(=O)Cc1ccsc1)Nc1ccccc1
    -2.2%	-5.2
Cc1cc(C=C2C(=O)c3ccccc3C2=O)c(C)n1-c1ccc(C(=O)O)cc1
    4.6%	35.4
Cc1nn(-c2ccccc2)c(C)c1NC(=O)c1ccc(S(=O)(=O)N2CCCC2)cc1
    7.6%	1.5
O=C1CC(NCc2ccccc2)C(=O)N1c1ccc(F)cc1 (stereo not given)
    -3.6%	-6.7
CCc1ccc(OCc2nnc(SCC(=O)NCc3ccco3)o2)cc1
    -5.7%	9.4
COCCNC(=O)CN1CCC(NC(=O)Nc2ccc(C(F)(F)F)cc2)CC1
    -2.9%	nt
CC(C)NC(=O)C(Sc1ccccc1)c1ccccc1 (stereo not given)
    4.3%	nt
CCN1CCN(C(=O)c2nn(-c3ccc(OC)cc3)c(=O)c3c2c2ccccc2n3C)CC1
    3.9%	-10.2
Cc1[nH]c2c([N+](=O)[O-])cccc2c1C
    -2.3%	10.8
Cc1ccc(S(=O)(=O)NC(C(=O)Oc2ccc3c(C)c(Cl)c(=O)oc3c2)c2ccccc2)cc1 (stereo not given)
    -0.1%	nt
CC1CC2(O)c3nonc3CCC2N1O (stereo not given)
    5.5%	nt
O=C1C(=O)c2c(C(=O)c3ccccc3)coc2-c2ccccc21
    3.7%	9.1
Cc1ccc(-c2csc3nc[nH]c(=S)c23)cc1C
    -5.6%	-7.0
CCOC(=O)C1CCCN(C(=O)c2ccc3c(c2)N(Cc2ccccc2)C(=O)c2ccccc2S3=O)C1 (stereo not given)
    1.6%	4.2
Cc1ccc(NC(=S)NNC(=S)Nc2cccc(C(F)(F)F)c2)cc1
    -5.6%	-7.3
CCOc1ccc(NC(=O)CC2C(=O)N(C)C(=S)N2Cc2ccc3c(c2)OCO3)cc1 (stereo not given)
    3.1%	-1.3
OC(CN1CCOCC1)CN(c1ccccc1)c1ccccc1 (stereo not given)
    5.9%	-0.1
CCOC(=O)c1ccc(NC(=O)CSc2nccn2C)cc1
    0.0%	nt
COc1ccc(-n2c(=O)[nH]c3ccccc3c2=O)c(OC)c1
    0.6%	6.3
CSc1ccc(/C=C(/NC(=O)c2ccc(C)cc2)C(=O)Nc2cccc(C)c2)cc1
    1.2%	-10.8
CCOC(=O)C1(CC2CCCCO2)CCN(S(=O)(=O)c2c(C)nn(C)c2C)CC1 (stereo not given)
    2.0%	-10.1
CC(C)n1c2ccccc2c2nnc(SCC(=O)Nc3ccccc3C(=O)O)nc21
    0.7%	9.1
CCOC(=O)C1(CC2CCCCO2)CCN(Cc2nccn2-c2cccc(C)c2)CC1 (stereo not given)
    -3.1%	-1.9
CCOc1ccccc1NC(=O)NS(=O)(=O)c1ccc(C)cc1
    3.2%	3.0
O=C(CSc1ccc(Cl)cc1)Nc1nnc(-c2cccc([N+](=O)[O-])c2)s1
    -2.3%	nt
Cc1ccc2[nH]c(=O)c(COC(=O)c3cccs3)cc2c1
    -3.4%	nt
O=S(=O)(Nc1ccc2c3c(cccc13)CC2)c1ccc(F)cc1
    3.0%	4.7
O=S(=O)(NCc1ccc(Cl)cc1)c1cccc2cccnc12
    -2.6%	7.5
O=C(NCCCl)Nc1cc([N+](=O)[O-])ccc1Cl
    -0.6%	-20.0
CC(CCc1ccccc1)NC(=O)c1cccc([N+](=O)[O-])c1 (stereo not given)
    13.1%*	nt
Cc1ccc(NC(=O)COC(=O)[C@H](C)N2C(=O)C3CC=CCC3C2=O)cc1S(=O)(=O)N(C)C (stereo not given in full)
    -6.3%	-6.1
Cc1ccc(N=Nc2ccc(O)c(P(=O)(c3ccccc3)c3ccccc3)c2)cc1
    1.9%	26.5
Cc1noc(C)c1S(=O)(=O)NC1CCN(Cc2ccccc2)CC1
    0.7%	5.9
C/C(=N\NC(=O)c1ccccn1)c1ccc(Cl)cc1
    3.4%	2.1
O=C(O)c1ccc(-c2ccccc2)[nH]c1=O
    -4.8%	5.4
CN(CCO)c1c2c(nc3cc(-c4cccc(F)c4)nn13)CCCC2
    3.6%	7.8
CCn1c(=O)c(C(=O)CN2CCN(Cc3ccc4c(c3)OCO4)CC2)c(N)n(Cc2ccccc2)c1=O
    6.4%	34.2
O=C(CCn1c2c(c3ccccc31)CCCC2)NNC(=O)c1ccccc1[N+](=O)[O-]
    3.3%	8.6
COCCCNc1nc(-c2ccncc2)nc2ccccc12
    1.3%	-4.9
CC1SCC(=O)N(CC(=O)Nc2ccc3c(c2)OCCO3)C1=O (stereo not given)
    2.0%	-9.3
COc1cc(C(=O)O/N=C2\C=CC(=O)C=C2C)cc(OC)c1OC
    9.4%	-8.2
COC(=O)CNC(=O)c1c(-c2c(Cl)cccc2Cl)noc1C
    0.6%	6.7
CCN1C(=O)C(CC(=O)Nc2cc(C)ccc2C)SC1=Nc1ccc(S(N)(=O)=O)cc1 (stereo not given)
    -1.3%	0.6
Cc1ccc(NC(=O)CSc2ncn[nH]2)cc1
    -1.4%	-8.3

Next records:
Fields – GlmU inhibition	Mtb RmlCD inh
NC(=O)c1oc2ccccc2c1NC(=O)C1CCCCC1
    -0.7%	7.2
O=C(C1COc2ccccc2O1)N1CCN(c2ccccc2)CC1 (stereo not given)
    -4.4%	nt
O=C(Nc1nnc(SCc2ccccc2)s1)c1cccc([N+](=O)[O-])c1
    -6.2%	9.7
CCCC[N+]1(C)C2CC(OC(=O)C(CO)c3ccccc3)CC1C1OC12 (stereo not given)
    1.5%	nt
CN(Cc1cn[nH]c1-c1ccc(-c2ccccc2)cc1)CC1CCOCC1
    -5.4%	nt
Fc1cccc(Cl)c1/C=N/Nc1c(Cl)cncc1Cl
    -1.6%	-6.7
CC1CCCN(c2ccc(C(=O)NCc3ccc4c(c3)OCO4)cc2[N+](=O)[O-])C1 (stereo not given)
    -7.7%	13.4
O=C(CSc1ccc(-c2ccco2)nn1)N1CCCCC1
    2.6%	1.8
OC1CN=C2C=CC=CN2C1 (stereo not given)
    -5.5%	-9.6
O=C(O)CCc1nc2cccnc2n1Cc1ccccc1
    3.4%	-3.1
CCOC(=O)Cn1nnc(-c2ccc([N+](=O)[O-])cc2)n1
    -2.2%	-2.0
N#Cc1c(-c2ccc(F)cc2)cc(-c2ccccc2)nc1SCC(=O)NCC(=O)O
    3.7%	12.5
CCOC(=O)c1cc(-c2ccccc2)n(CC(=O)Nc2ccc(OCC)cc2)c1C
    1.9%	-6.5
COc1cccc2cc(C(=O)N(Cc3cccs3)CC3CCCO3)c(=O)oc12 (stereo not given)
    -4.6%	35.0
O=C(O)CSCC(=O)N1CCN(S(=O)(=O)c2cc(Cl)cc(Cl)c2)CC1
    1.3%	4.7
CCc1cccc(NC(=O)C2CCN(S(=O)(=O)c3c(C)noc3C)CC2)c1
    -3.4%	3.8
Cc1nnc(NC(=O)c2ccc(S(=O)(=O)C(F)F)cc2)s1
    nt	1.5
Cc1ccc(Cn2nnc3c(=O)n(Cc4cc(C)ccc4C)cnc32)cc1
    -3.3%	nt
Cc1cccc(C(=O)NCCN2CCN(c3ccccc3)CC2)c1
    1.9%	92.2
O=C(Oc1ccccc1)n1c(=S)oc2ccccc21
    -0.1%	nt
CCCCC1CCC(C(=O)NCc2ccc3c(c2)OCO3)CC1 (stereo not given)
    2.9%	nt
Cc1ccc(OCCOC(=O)c2nc3nccc(C)n3n2)cc1
    -1.7%	nt
COc1cccc(CNC(=O)Nc2cccs2)c1
    3.1%	9.8
N#Cc1cnn(-c2ccccc2)c1NC(=O)CN1CCOCC1
    -2.4%	-1.9
CCOc1cc(N2CCOCC2)c(OCC)cc1NC(=O)c1ccc(C)s1
    -0.6%	nt
CN=C(c1ccc([N+](=O)[O-])cc1)N1CCCCC1
    0.9%	-3.8
COC(=O)C1C(c2ccccc2)C(C(=O)O)C1c1ccccc1 (stereo not given)
    2.5%	2.7
COc1ccc(C=O)c(OC)c1
    1.1%	-4.5
COc1ccccc1-n1c(=S)[nH]c2c(sc(=S)n2-c2ccccc2C)c1=O
    2.0%	7.8
CCOC(=O)c1[nH]c2cc(OC)c(OC)cc2c1NC(=O)CN(C)C1CCCCC1
    1.3%	11.7
Cc1ccc(C(=O)Nc2ccc3c(c2)CCC3)cc1S(=O)(=O)N1CCOCC1
    2.1%	5.5
CCO/C=C1/C(=O)N(c2ccc(OC)cc2)C(=O)c2ccccc21
    1.2%	5.5
CC(C)CC(c1nnnn1CC1CCCO1)N1CCN(c2nc3ccccc3s2)CC1 (stereo not given)
    0.2%	14.1
COC(=O)c1ccc(C23CC4(C2)[C@H](CN(Cc2ccc(-c5ccccc5)cc2)[C@@H]4c2ccccc2)C3c2ccc(C(F)(F)F)cc2)cc1 (stereo not given in full)
    1.7%	nt
Cc1ccc2ncnc(NCCCCCC(=O)O)c2c1
    -8.6%	10.6
COC(=O)c1ccc(C2Nc3cccc4cccc(c34)N2)cc1
    3.2%	-2.9
O=[N+]([O-])c1ccc(S(=O)(=O)N/N=C/c2ccco2)cc1
    -0.8%	-13.1
CN(C)C(=O)CC12CC3CC(C1)CC(CC(=O)N(C)C)(C3)C2
    -4.7%	nt
COCCn1nnnc1C(c1ccc(OC)cc1)N1CCN(c2ccccc2F)CC1 (stereo not given)
    4.1%	13.3
COc1ccc(CCNC(=O)c2ccc3c(c2)SC2=NS(=O)(=O)CCN23)cc1
    4.5%	nt
CC(=O)Nc1ccc(NC(=O)C2CCCN(c3nnc(-n4cccc4)s3)C2)cc1 (stereo not given)
    -3.0%	3.8
COc1ccc(N2C(=O)CSC2c2ccncc2)cc1 (stereo not given)
    2.7%	nt
CCOC(=O)C1C(C(=O)NN)C1C(=O)Nc1ccccc1 (stereo not given)
    0.1%	-9.1
CCCn1c(N)c(Sc2ccccc2)c(=O)n(CCC)c1=O
    1.2%	-1.2
CN(c1ccccc1)S(=O)(=O)c1ccc(NC(=O)c2ccccc2)cc1
    -5.0%	3.7
COc1ccc(CCNC(=O)c2nc3ncccn3n2)cc1OC
    0.4%	-5.6
FC(F)(F)c1nc2ccccc2nc1N/N=C/c1c(Cl)cccc1Cl
    -1.6%	4.3
CN(CC(=O)O)c1ccc(S(=O)(=O)N2CCOCC2)cc1[N+](=O)[O-]
    -1.8%	nt
O=c1cc(N2CCN(Cc3ccccc3)CC2)[nH]c(=O)n1Cc1ccc(F)cc1
    1.3%	nt
O=C(CC(=O)N/N=C/c1ccc(O)cc1)N/N=C/c1ccc(O)cc1
    -2.6%	-12.3

Additional compounds follow:
Fields – GlmU inhibition	Mtb RmlCD inh
CN(C)C(/C=C/Nc1ccc(F)cc1)=C(C#N)C#N
    0.6%	-5.5
Cc1ccc(C(=O)Nc2nc(=O)n(C(=O)CC(C)C)s2)cc1
    2.4%	26.1
CCOC(=O)C(NC(=O)CC)(Nc1ccccc1)C(F)(F)F (stereo not given)
    1.3%	nt
CCc1nnc(NC(=O)CSc2nnc(-c3ccc(S(=O)(=O)N(CC)CC)cc3)n2CC)s1
    6.2%	nt
CC(C)OC(=O)Cn1cc(C#N)c2ccccc21
    0.2%	-6.5
O=C(CSc1n[nH]c(-c2ccncc2)n1)NC1CCS(=O)(=O)C1 (stereo not given)
    2.2%	3.5
COc1ccccc1OC(=O)c1cc(Cl)nc2ccccc12
    -0.4%	6.8
CC(OC(=O)c1cc2ccccc2cc1O)C(=O)Nc1ccc(S(N)(=O)=O)cc1 (stereo not given)
    -1.2%	nt
CC1CN(C(=O)C2CCCCC2)C(C)CN1C(=O)C1CCCCC1 (stereo not given)
    1.5%	8.4
COc1ccc(C(=O)C2CN(C)CC2C(=O)c2ccc(OC)cc2)cc1 (stereo not given)
    0.0%	7.7

Already shown: entries from further up.
Fields – GlmU inhibition	Mtb RmlCD inh
CN(C)C(/C=C/Nc1ccc(F)cc1)=C(C#N)C#N
    0.6%	-5.5
Cc1ccc(C(=O)Nc2nc(=O)n(C(=O)CC(C)C)s2)cc1
    2.4%	26.1
CCOC(=O)C(NC(=O)CC)(Nc1ccccc1)C(F)(F)F (stereo not given)
    1.3%	nt
CCc1nnc(NC(=O)CSc2nnc(-c3ccc(S(=O)(=O)N(CC)CC)cc3)n2CC)s1
    6.2%	nt
CC(C)OC(=O)Cn1cc(C#N)c2ccccc21
    0.2%	-6.5
O=C(CSc1n[nH]c(-c2ccncc2)n1)NC1CCS(=O)(=O)C1 (stereo not given)
    2.2%	3.5

Carrying on:
Fields – GlmU inhibition	Mtb RmlCD inh
C/C=C/c1ccc(OCCCCOc2ccccc2F)c(OC)c1
    1.4%	nt
CC1CCN(CC(O)COC2CCC(C(C)(C)C)CC2)CC1 (stereo not given)
    4.3%	2.1
O=C(NCC1CCCO1)c1ccc(NC(=O)C2CCCCC2C(=O)O)cc1 (stereo not given)
    0.1%	nt
CCN(CC)C(=O)Sc1cccc2cccnc12
    5.3%	-0.1
COc1cc(CNC(C)(C)C)ccc1OCC(=O)NC(C)(C)C
    -2.5%	2.3
FC(F)(F)c1cnc(Oc2ccccc2-c2nnc(-c3ccc(Cl)cc3)o2)c(Cl)c1
    0.0%	nt

Assay outcomes deposited in PubChem BioAssay by several laboratories.

This is a subset; count on the stated rates, not on these rows.
